Screening data: PubChem, several laboratories
Hck Nef HTS – blocks Nef-activated human Hck kinase. Recombinant Hck-YEEI plus Nef, Z-Lyte FRET kinase assay. inhibition, % at 20 µM. actives 0.68% (n = 220,000);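 active means Hck-Nef kinase inhibition above about 50%, limit read from the data; inactive means inhibition below that limit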;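 further: 0% = DMSO with Hck plus Nef and 100% = Hck alone without Nef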
EBV gp42 inh – inhibitors of Epstein-Barr virus glycoprotein 42. Q1HVG2. Fluorescence polarization binding assay, mP read-out. inhibition, % (tested at 21.74 µM). actives 0.42% (n = 220,000). AID 1085; in the data active means inhibition above about 50%
Target sequence (Q1HVG2 whole entry, looked up): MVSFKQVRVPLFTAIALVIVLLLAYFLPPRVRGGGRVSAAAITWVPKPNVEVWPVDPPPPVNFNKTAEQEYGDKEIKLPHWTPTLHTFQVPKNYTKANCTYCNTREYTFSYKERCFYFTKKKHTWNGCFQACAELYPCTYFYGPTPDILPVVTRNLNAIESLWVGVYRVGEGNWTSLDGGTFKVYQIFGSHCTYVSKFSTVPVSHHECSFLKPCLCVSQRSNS
p47phox inh – inhibitors of human p47phox binding; inhibition, % at 24.7 µM; P14598; p47phox/p22phox peptide binding, fluorescence polarization, 2 h; actives 0.53% (n = 220,000); AID 1274;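 active means inhibition above about 30%, limit read from the data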;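 further: 0% = p47phox with labelled peptide and 100% = labelled peptide alone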
Runt-SMMHC FRET – inhibitors of human RUNX1 Runt domain binding to CBFb-SMMHC; Q01196+Q13951; Cerulean-Runt/Venus-CBFb-SMMHC FRET ratio 530/480, 1 h; inhibition, % at 20 µM; actives 0.74% (n = 220,000);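 active means mean inhibition across duplicate retests at 20 µM reaching about 50%, limit read from the data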;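 further: 0% = DMSO wells and 100% = wells with excess untagged CBFb-SMMHC; inhibitors lower the FRET ratio by blocking Runt binding to CBFb-SMMHC; some results filed as inactive read as strong as hits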
Target sequence (Q01196 whole entry, looked up, the tested form may be a part): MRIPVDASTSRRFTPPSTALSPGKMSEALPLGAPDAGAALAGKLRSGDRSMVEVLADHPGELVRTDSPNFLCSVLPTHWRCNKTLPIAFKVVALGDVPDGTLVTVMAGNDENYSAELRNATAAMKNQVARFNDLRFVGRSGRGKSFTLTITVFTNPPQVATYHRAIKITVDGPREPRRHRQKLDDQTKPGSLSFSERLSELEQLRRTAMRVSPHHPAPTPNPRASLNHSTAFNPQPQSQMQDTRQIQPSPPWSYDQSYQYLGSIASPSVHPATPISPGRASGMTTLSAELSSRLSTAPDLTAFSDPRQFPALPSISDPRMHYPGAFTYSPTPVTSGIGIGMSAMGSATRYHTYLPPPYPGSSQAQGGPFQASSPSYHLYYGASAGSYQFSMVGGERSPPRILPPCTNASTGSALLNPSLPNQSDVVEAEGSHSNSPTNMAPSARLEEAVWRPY
Target sequence (Q13951 whole entry, looked up, the tested form may be a part): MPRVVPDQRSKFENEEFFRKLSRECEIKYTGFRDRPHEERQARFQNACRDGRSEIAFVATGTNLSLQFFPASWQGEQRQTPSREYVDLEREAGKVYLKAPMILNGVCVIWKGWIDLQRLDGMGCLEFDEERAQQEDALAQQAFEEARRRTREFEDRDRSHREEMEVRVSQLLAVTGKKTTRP
Runt-CBFb FRET – Runt domain-CBFb interaction inhibition. Q01196+Q13951. Cerulean-Runt/Venus-CBFb FRET ratio 530/480, 1 h. inhibition, % at 20 µM. actives 0.46% (n = 220,000). AID 1496;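 active means inhibition over about 50% at 20 µM in the single-dose screen, limit read from the data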;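 further: 0% = DMSO wells and 100% = excess unlabeled CBFb competitor control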
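Measured by: fluorescence energy transfer, 422 nm excitation, 530/480 nm emission; test system: Cerulean-tagged RUNX1 Runt domain (FRET donor) fusion protein; buffer or medium: Tris pH 7.5 buffer with BSA; compound: one dose, 20 µM compound, 1% DMSO; times: two 1 h room-temperature incubations shielded from light; benchmarks: unlabeled CBFb 5 µM, positive control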
14-3-3 Bad inh – disrupts binding of bovine 14-3-3 zeta to phospho-Bad peptide | P63103 | TR-FRET 14-3-3zeta/Dy647-pBad peptide displacement, 1 h | inhibition, % at 21.7 µM | actives 0.71% (n = 220,000);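 active means inhibition above about 70%, limit read from the data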;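 further: 0% = full 14-3-3 plus peptide FRET controls and 100% = background without 14-3-3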
zVAD death inh – blocks zVAD induced death of L929 cells; L929 zVAD necroptosis rescue, ATP luminescence, 24 h; with zVAD 60 µM; viability rescue, % at 10 µM; actives 0.38% (n = 220,000); AID 1377;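 active means activation, scaled between plate controls, above about 75%, limit read from the data; inactive means activation under that limit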;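 further: 0% = zVAD with DMSO and 100% = DMSO alone without zVAD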
MDM2 E3 inh – blocks human Mdm2 ubiquitin ligase activity | Q00987 | cell-based MDM2 ubiquitination luciferase reporter, 2 h; 0 = plate control, 100 = twice control, blank-subtracted | signal enhancement, % at 5 µM | actives 0.11% (n = 210,000) | AID 1230;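 active means signal enhancement of 30% or more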;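 further: luminescence tracks abundance of the self-degrading MDM2-luciferase fusion protein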
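Material: stable MDM2–luciferase fusion reporter cells / Quantity: 2000 cells/well / Dosing: single 5 µM compound dose, 0.2% final DMSO / Buffer or medium: DMEM / Schedule: 4 h cell settling then 2 h compound exposure, 37 °C / Detection: luminescence with SteadyLite reagent, 15 min at room temperature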
Tb hexokinase – blocks Trypanosoma brucei hexokinase 1 activity | recombinant TbHK1, G6PDH-coupled NADH A340 | inhibition, % at 10 µM | actives 0.11% (n = 220,000) | AID 1430;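 active means inhibition of 50% or more in the single-dose primary screen; inactive means inhibition below 50%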
* hit, by the source's call; nt = not tested or not shown; [ ] = dose if it differs, or a comment.

SMILES	Hck Nef HTS	EBV gp42 inh	p47phox inh	Runt-SMMHC FRET	Runt-CBFb FRET	14-3-3 Bad inh	zVAD death inh	MDM2 E3 inh	Tb hexokinase
COc1ccc(C2CC(c3ccc(OC)cc3)n3nc(NC(=O)c4ccco4)nc3N2)cc1 (stereo not given)	1	-6	-5	0	0	8	-0.4	-21	-1
O=C(Nc1ccccc1C(=O)OC1CCOC1=O)c1ccco1 (stereo not given)	-1	-4	0	-1	-1	-14	-0.2	-19	-6
COc1ccc(CNc2cccc(F)c2)cc1Br	-2	4	7	-2	-2	25	0.3	1	-2
Cc1csc(NC(=O)c2ccccc2O)n1	0	0	-7	-5	0	1	0.4	5	-20
C[C@@H]1C=C(C(=O)N2CCN(Cc3ccccc3)CC2)O[C@H](OCc2ccc(CO)cc2)C1	9	-4	nt	4	-2	0	-0.5	nt	-13
Cc1cccc(C)c1N1CCN(c2ccc3nnc(C(F)(F)F)n3n2)CC1	-10	7	-6	-1	-4	-17	0.2	-19	4
CC1CCCCN1CC(=O)NCc1ccc2c(c1)OCO2 (stereo not given)	2	-10	-7	-9	0	9	0.0	2	1
O=C(N/C(=C\c1cccc([N+](=O)[O-])c1)C(=O)N(CCO)CCO)c1ccco1	16	-6	-3	1	0	-8	3.3	-3	-3
O=C(NCCN1CCOCC1)Nc1ccc(Cl)cc1Cl	3	3	6	-2	-2	4	-0.5	-8	-2
CCN(CC(=O)NCc1ccc(Cl)cc1)Cc1cc(=O)n2ccsc2n1	24	-23	-5	3	0	-9	-0.6	-1	-7
COc1ccc(N2C(=O)CC(C#N)=C2N)cc1	15	-10	6	-7	-4	3	1.2	-8	1
O=C(COc1ccc([N+](=O)[O-])cc1Cl)NCC1CCCO1 (stereo not given)	8	-17	0	1	1	4	0.1	-2	-9
Oc1c(C(c2ccccn2)N2CCC(Cc3ccccc3)CC2)cc(Cl)c2cccnc12 (stereo not given)	17	-20	-11	-1	2	-12	-1.6	-13	-4
Cc1ccc(NC(=O)C2C3/C=C\CCCCC32)cc1C (stereo not given)	-1	-4	18	2	0	-7	1.9	-20	-5
CN1CCC(N(C)C(=S)Nc2ccc(F)cc2)CC1	6	-4	-9	-1	4	1	0.2	-4	-2
CCOc1ccc(NC(=O)Cn2nnc(-c3ccccc3NC(=O)C3CC3)n2)cc1	1	-6	-8	1	-4	-4[fluorescence artefact?]	-0.2	1	3
CSc1ccc(Cl)c(C(=O)NCCOc2cc(C)ccc2C(C)C)c1	-1	-4	-11	-3	nt	2	0.3	5	9
CCCOc1ccccc1C1NC(=O)NC(C)=C1C(=O)OCCOC(C)C (stereo not given)	-1	-23	0	-3	-2	-3	1.0	-24	-3
Cc1c(Cl)cccc1NC(=O)Nc1cc(C(C)(C)C)nn1C	14	-5	1	1	1	1	81*	-9	-8
COC(=O)c1nn(-c2ccccc2)nc1-c1nn(-c2ccccc2)nc1C(=O)OC	-10	3	10	2	-2	13	-0.1	-13	-3
Cc1ccc(NC(=O)CSc2nnc(Cc3ccccc3)o2)c(C)c1	-12	-3	-10	0	0	-4	0.7	-10	12
CC12CN3CC(C)(CN(C1)C3c1ccccc1F)C2 (stereo not given)	14	-5	-10	-2	0	-12	0.1	-8	0
NS(=O)(=O)c1ccc(CCNC(=O)c2cccc([N+](=O)[O-])c2)cc1	20	-14	8	-6	1	-13	0.9	-11	-1
N#Cc1c(F)cccc1N1CCC(C#N)CC1	9	-14	-2	0	1	3	-0.5	-8	-14
CN1CCN(c2nc(-c3ccc(Br)cc3)nnc2-c2ccccc2)CC1	-1	-23	-8	4	-2	4	0.1	-12	-13
The results go on:
SMILES	Hck Nef HTS	EBV gp42 inh	p47phox inh	Runt-SMMHC FRET	Runt-CBFb FRET	14-3-3 Bad inh	zVAD death inh	MDM2 E3 inh	Tb hexokinase
O=C(O)c1ccc(S(=O)(=O)Nc2ccc(O)c(Sc3nc4ccccc4s3)c2)cc1	22	0	-30	2	17	12	1.5	-12	-3
Cc1ccc2ncnc(Nc3cccc(C(=O)O)c3)c2c1	-27	-13	-12	0	0	-1	1.2	-5	-17
C/C(=N\O)C1(C)N(O)C(C)(C)C(c2ccc(F)cc2)=[N+]1[O-] (stereo not given)	3	0	-10	0	8	3	0.1	-10	-3
COC(=O)C(CC(C)C)NC(=O)c1ccc([N+](=O)[O-])cc1 (stereo not given)	0	-15	-9	-5	-3	13[fluorescence artefact?]	-0.2	-2	-3
CN(C)S(=O)(=O)c1ccc(N2CCCC2)c(C(=O)Nc2nc(-c3ccc(F)cc3)cs2)c1	1	4	1	1	-4	14	-0.9	-1	16
O=C(CSc1nnc(-c2cccs2)n1Cc1ccccc1)N1CCc2ccccc2C1	-1	-14	-20	-9	-1	4	-0.6	-3	0
Cc1ccc(Cl)cc1NC(=S)N(Cc1ccco1)C(C)c1cccs1 (stereo not given)	-39	-4	-4	-7	1	-1	-0.2	-3	5
Cc1cc(C(=O)Nc2nc(C)c(C(=O)N(C)C)s2)ccc1[N+](=O)[O-]	1	1	2	1	-2	10	0.0	-88	-23
CCc1ccc(NC(=O)C(C)OC(=O)c2cccc(S(=O)(=O)N3CCc4ccccc4C3)c2)cc1 (stereo not given)	-1	-18	-27	-4	3	8	2.0	-9	1
Cc1ccc(-n2[nH]c(C)c(/C=N/c3ccccn3)c2=O)cc1	2	2	-2	4	-1	-11[fluorescence artefact?]	-0.3	-8	-7
O=C(N/N=C/c1ccc(Cl)cc1)c1nc2ccc([N+](=O)[O-])cc2c(=O)[nH]1	3	79*	-17	-7	-5	30	-0.2	-2	-17
Cc1ccccc1Cc1n[nH]c(=S)n1N	5	-12	-14	6	4	-9	0.9	7	-6
CN(Cc1cccs1)C(=O)Cn1cnc2cc([N+](=O)[O-])ccc2c1=O	7	7	0	-3	0	-1	1.3	-8	-8
N=C1S/C(=C\c2ccccc2F)C(=O)N1c1ccc(F)cc1	13	-89	-10	-2	3	18	9.6	-18	4
O=C(NCC(c1cccnc1)N1CCN(c2ccccc2F)CC1)OCc1ccccc1 (stereo not given)	3	-15	-15	3	-1	-6	-0.7	-8	1
Cc1[nH]c2ccccc2c1-c1csc(NC(=O)CN2CCOCC2)n1	-9	-1	-3	2	3	2	0.7	-11	3
O=C(NC12CC3CC(CC(C3)C1)C2)c1ccc(-c2ccc(Cl)cc2)o1	3	-23	10	-1	1	3	82*	-7	33
O=C(COC(=O)C1(c2ccc(Cl)cc2)CCCC1)NCc1ccco1	-2	-1	-9	1	2	-3	-1.3	-5	3
Cc1cccc(-n2c(-c3cccc([N+](=O)[O-])c3)nc3nc4ccccc4nc32)c1	0	-8	0	-2	-2	8[fluorescence artefact?]	0.0	-15	-12
CN(C)c1ccc(NC(=O)CN2CCC(C(=O)c3ccc(F)cc3)CC2)cc1	0	0	-5	4	1	-6	-0.2	-14	-3
Cc1ccc(S(=O)(=O)N2CCN(C(=O)CN3CCc4ccccc4C3)CC2)cc1	1	-10	-13	-6	1	48	0.8	2	-1
COc1cc(/C=C/C(=O)N(Cc2ccccc2)c2ccccn2)cc(OC)c1OC	5	-16	-4	2	0	0	0.5	-11	-18
Cc1ccc(S(=O)(=O)c2nc(C)oc2N2CCOCC2)cc1	19	-19	-3	-1	0	0	1.3	-8	-5
O=C(Cc1cccs1)Nc1nnc(SCc2ccc(C(F)(F)F)cc2)s1	4	-19	-49	-3	1	-3[fluorescence artefact?]	3.5	-13	2
COc1ccc(N/C=C/C(=O)C(F)(F)F)cc1	5	-17	-12	0	-1	0	nt	15	-27

15 entries from above in another layout:
Results follow in this order: Hck Nef HTS	EBV gp42 inh	p47phox inh	Runt-SMMHC FRET	Runt-CBFb FRET	14-3-3 Bad inh	zVAD death inh	MDM2 E3 inh	Tb hexokinase
- O=C(N/N=C/c1ccc(Cl)cc1)c1nc2ccc([N+](=O)[O-])cc2c(=O)[nH]1
→ 3	79*	-17	-7	-5	30	-0.2	-2	-17
- Cc1ccccc1Cc1n[nH]c(=S)n1N
→ 5	-12	-14	6	4	-9	0.9	7	-6
- CN(Cc1cccs1)C(=O)Cn1cnc2cc([N+](=O)[O-])ccc2c1=O
→ 7	7	0	-3	0	-1	1.3	-8	-8
- N=C1S/C(=C\c2ccccc2F)C(=O)N1c1ccc(F)cc1
→ 13	-89	-10	-2	3	18	9.6	-18	4
- O=C(NCC(c1cccnc1)N1CCN(c2ccccc2F)CC1)OCc1ccccc1 (stereo not given)
→ 3	-15	-15	3	-1	-6	-0.7	-8	1
- Cc1[nH]c2ccccc2c1-c1csc(NC(=O)CN2CCOCC2)n1
→ -9	-1	-3	2	3	2	0.7	-11	3
- O=C(NC12CC3CC(CC(C3)C1)C2)c1ccc(-c2ccc(Cl)cc2)o1
→ 3	-23	10	-1	1	3	82*	-7	33
- O=C(COC(=O)C1(c2ccc(Cl)cc2)CCCC1)NCc1ccco1
→ -2	-1	-9	1	2	-3	-1.3	-5	3
- Cc1cccc(-n2c(-c3cccc([N+](=O)[O-])c3)nc3nc4ccccc4nc32)c1
→ 0	-8	0	-2	-2	8[fluorescence artefact?]	0.0	-15	-12
- CN(C)c1ccc(NC(=O)CN2CCC(C(=O)c3ccc(F)cc3)CC2)cc1
→ 0	0	-5	4	1	-6	-0.2	-14	-3
- Cc1ccc(S(=O)(=O)N2CCN(C(=O)CN3CCc4ccccc4C3)CC2)cc1
→ 1	-10	-13	-6	1	48	0.8	2	-1
- COc1cc(/C=C/C(=O)N(Cc2ccccc2)c2ccccn2)cc(OC)c1OC
→ 5	-16	-4	2	0	0	0.5	-11	-18
- Cc1ccc(S(=O)(=O)c2nc(C)oc2N2CCOCC2)cc1
→ 19	-19	-3	-1	0	0	1.3	-8	-5
- O=C(Cc1cccs1)Nc1nnc(SCc2ccc(C(F)(F)F)cc2)s1
→ 4	-19	-49	-3	1	-3[fluorescence artefact?]	3.5	-13	2
- COc1ccc(N/C=C/C(=O)C(F)(F)F)cc1
→ 5	-17	-12	0	-1	0	nt	15	-27

Additional records.
SMILES	Hck Nef HTS	EBV gp42 inh	p47phox inh	Runt-SMMHC FRET	Runt-CBFb FRET	14-3-3 Bad inh	zVAD death inh	MDM2 E3 inh	Tb hexokinase
O=C(CSc1nc2ccccc2c(=O)n1NC(=O)Cc1ccccc1)NCCc1ccccc1	-1	-15	-15	0	0	7	1.1	5	-8
O=C(O)c1ccc(COc2ccc3ccccc3c2)o1	16	-5	-8	-3	0	-3	0.2	-28	-11
COC(=O)c1cc(NC(=O)C2(S(=O)(=O)c3ccc(Cl)cc3)CC2)cc(C(=O)OC)c1	6	-13	-5	-2	-5	5[fluorescence artefact?]	0.6	10	-3
O=C(COC(=O)/C=C/c1cnc2ccccc2n1)NCC(F)(F)F	4	2	-17	1	1	-16[fluorescence artefact?]	0.9	-14	-37
CCOC(=O)COc1cc2oc(=O)cc(C)c2cc1[N+](=O)[O-]	-3	0	10	-1	1	-13	0.5	-4	-24
Cc1cc(C)nc(SCc2nnc(SCC(N)=O)n2Cc2ccco2)n1	0	-1	-19	8	-1	0[fluorescence artefact?]	-0.1	nt	6
